Bioassay records: PubChem, several laboratories
TNF necrop inh: blocks TNF-alpha induced death of Jurkat FADD-/- cells; Jurkat FADD-/- TNF necroptosis rescue, ATP luminescence, 24 h; 0 = TNF only, 100 = no-TNF cells; activation (protection from cell death), % at 10 µM; hit rate 0.068% among 220,000;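 active means activation, meaning protection from cell death, of at least 50% relative to plate controls; inactive means activation below 50%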;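 further: necroptosis triggered by 40 ng/mL TNF-alpha added together with compound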
PPC-1+TRAIL kill: kills PPC-1 cancer cells in the presence of TRAIL | PPC-1 cells + TRAIL, ATPLite viability luminescence | cell killing (% activity), % at 4 µM | hit rate 0.41% among 220,000 | AID 1443;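 active means cell killing above 50% in the first pass at 4 µM, then a duplicate retest at 5 µM averaging 50% or more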;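 further: plate controls were cells with TRAIL plus DMSO for no effect and medium-only wells lacking cells for full effect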
p47phox inh: inhibitors of human p47phox binding; p47phox/p22phox peptide binding, fluorescence polarization, 2 h; inhibition, % at 24.7 µM; hit rate 0.53% among 220,000;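 active means inhibition above about 30%, limit read from the data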;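 further: 0% = p47phox with labelled peptide and 100% = labelled peptide alone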
Target sequence (P14598 whole entry, looked up): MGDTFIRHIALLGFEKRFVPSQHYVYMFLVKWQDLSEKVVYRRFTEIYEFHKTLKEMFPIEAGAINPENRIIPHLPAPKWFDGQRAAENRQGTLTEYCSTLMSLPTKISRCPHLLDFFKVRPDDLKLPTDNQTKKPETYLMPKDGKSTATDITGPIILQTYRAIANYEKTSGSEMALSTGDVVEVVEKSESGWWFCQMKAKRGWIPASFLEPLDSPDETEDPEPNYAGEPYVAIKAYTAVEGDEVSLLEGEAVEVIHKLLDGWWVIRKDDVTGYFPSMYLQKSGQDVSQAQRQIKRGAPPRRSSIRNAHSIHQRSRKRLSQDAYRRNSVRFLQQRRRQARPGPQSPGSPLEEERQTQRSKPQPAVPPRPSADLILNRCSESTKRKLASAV
CHOP inhibitor: CHOP inhibition in unfolded protein response | CHO-K1 CHOP-promoter luciferase, tunicamycin-induced, 15-18 h | hit rate 3.8% among 220,000 | AID 2732 | inhibition, % at 10 µM;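 active means compounds that reduced the stress-induced luciferase reporter signal by more than about 70% of percent inhibition, limit read from the data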;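 further: 0% = tunicamycin plus vehicle and 100% = wells without tunicamycin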
TRPML3 ag: activates the human TRPML3 channel | hit rate 0.29% among 220,000 | HEK293 TRPML3-YFP, Fluo-8 calcium fluorescence; 100% = the carbachol control signal | Q8TDD5 | activation, % at 3 µM;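 active means activation above its plate's cutoff, the mean activation of the plate's test wells plus 3 SD, cut at about 12% in these data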;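 further: 0% = DMSO only wells and 100% = carbachol wells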
Target sequence (Q8TDD5 whole entry, looked up): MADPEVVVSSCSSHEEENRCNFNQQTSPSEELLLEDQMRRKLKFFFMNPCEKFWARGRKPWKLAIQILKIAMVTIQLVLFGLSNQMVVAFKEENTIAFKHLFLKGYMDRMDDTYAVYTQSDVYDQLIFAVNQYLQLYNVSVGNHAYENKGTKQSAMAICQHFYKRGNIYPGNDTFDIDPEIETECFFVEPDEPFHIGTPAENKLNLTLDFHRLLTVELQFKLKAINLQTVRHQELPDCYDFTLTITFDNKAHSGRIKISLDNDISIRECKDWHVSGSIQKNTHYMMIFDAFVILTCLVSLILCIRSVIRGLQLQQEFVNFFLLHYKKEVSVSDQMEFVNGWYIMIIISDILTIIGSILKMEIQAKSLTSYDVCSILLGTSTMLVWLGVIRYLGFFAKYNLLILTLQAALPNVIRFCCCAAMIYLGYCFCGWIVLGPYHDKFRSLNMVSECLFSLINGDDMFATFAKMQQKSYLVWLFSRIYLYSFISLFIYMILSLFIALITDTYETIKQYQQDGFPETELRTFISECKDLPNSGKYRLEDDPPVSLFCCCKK
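Test system – HEK293 line with stable expression of human TRPML3-YFP channel · Control set – carbachol 87 µM final as high control (100%), DMSO as low control (0%) · Signal – Fluo-8 calcium dye fluorescence, ex 470-495, em 515-575 nm · Incubation – 1-h 37 °C dye load, 5-s basal, 120-s post-compound reads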
Runt-SMMHC FRET: blocks binding of human RUNX1 Runt domain to CBFb-SMMHC; inhibition, % at 20 µM; hit rate 0.74% among 220,000; Cerulean-Runt/Venus-CBFb-SMMHC FRET ratio 530/480, 1 h; AID 1434; Q01196+Q13951;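 active means mean inhibition across duplicate retests at 20 µM reaching about 50%, limit read from the data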;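 further: 0% = DMSO wells and 100% = wells with excess untagged CBFb-SMMHC; inhibitors lower the FRET ratio by blocking Runt binding to CBFb-SMMHC; some results filed as inactive read as strong as hits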
Mdm2 ligase inh: inhibitors of human Mdm2 E3 ubiquitin ligase; Q00987; cell-based MDM2 ubiquitination luciferase reporter, 2 h; 0 = plate control, 100 = twice control, blank-subtracted; signal enhancement, % at 5 µM; hit rate 0.11% among 210,000;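 active means signal enhancement of 30% or more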;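 further: luminescence tracks abundance of the self-degrading MDM2-luciferase fusion protein; higher signal means inhibition of MDM2 E3 ligase activity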
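Assay system: mammalian cells stably expressing self-ubiquitinating, self-degrading MDM2 E3–luciferase fusion. Quantity: 2000 cells in each well. Medium: DMEM culture medium. Compound dosing: single-point 5 µM. Timing: cell settling 4 h, compound treatment 2 h, both 37 °C. Technique: luciferase luminescence. Read-out basis: percent signal gain over controls, blank-subtracted. Benchmarks: plate controls and plate blanks.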
TRPN1 ag: activates the zebrafish TRPN1 channel. hit rate 0.18% among 220,000. activation, % at 3 µM. HEK293 zebrafish TRPN1-YFP, Fluo-8 calcium fluorescence; 100% = response to 87 µM carbachol;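 active means activation above its plate's cutoff, the mean activation of test wells on that plate plus 3 SD, cut at about 19% in these data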;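 further: 0% = DMSO alone and 100% = 87 µM carbachol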
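System: zebrafish TRPN1-YFP in HEK293 cells / Dosing: 3 µM single point / Timing: dye loading 1 h at 37 °C, then 30 min room temperature / Signal: Fluo-8 calcium fluorescence, excitation 470-495 nm, emission 515-575 nm / Read-out basis: percent activation from peak over basal fluorescence ratio, control-normalized / Control set: high carbachol 87 µM, low DMSO alone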
EBV gp42 block: inhibitors of Epstein-Barr virus glycoprotein 42; Fluorescence polarization binding assay, mP read-out; inhibition, % (tested at 21.74 µM); hit rate 0.42% among 220,000; Q1HVG2; in the data active means inhibition above about 50%
Starred values were filed as active, the others as inactive; x = not tested or not shown. Not a hit list; any-hit rate near 5.9%.

The opening 5 records (preview)
SMILES | TNF necrop inh | PPC-1+TRAIL kill | p47phox inh | CHOP inhibitor | TRPML3 ag | Runt-SMMHC FRET | Mdm2 ligase inh | TRPN1 ag | EBV gp42 block
Cc1cccc(OCc2n[nH]c(=S)n2Cc2ccccc2)c1 | -1.0 | -2 | -13 | 51 | -0.1 | 4 | -11 | -1.6 | 3
CCOC(=O)c1c(C)[nH]c(C(=O)Cn2nnc(-c3ccccc3Cl)n2)c1C | -0.5 | 1 | -28 | 24 | 0.9 | 2 | 9 | 1.4 | -18
COc1cc(NC(=O)c2ccc(C(C)(C)C)cc2)c(OC)cc1NC(=O)CN1CCCCC1 | 5.2 | 14 | -7 | 26 | 10 | -3 | 4 | 1.6 | -1
CN(C)c1ccc(/C=[N+](\[O-])C2SC(=S)N(C)C2(C)C)cc1 (configuration not stated) | -2.1 | -10 | -11 | -3 | 0.6 | -4 | -15 | -0.5 | 2
CN(c1ncnc(N)c1[N+](=O)[O-])C1CCS(=O)(=O)C1 (configuration not stated) | 2.2 | -2 | -8 | 39 | 1.3 | 5 | -14 | 1.2 | -5

The list itself, from the first entry:
SMILES | TNF necrop inh | PPC-1+TRAIL kill | p47phox inh | CHOP inhibitor | TRPML3 ag | Runt-SMMHC FRET | Mdm2 ligase inh | TRPN1 ag | EBV gp42 block
Cc1cccc(OCc2n[nH]c(=S)n2Cc2ccccc2)c1 | -1.0 | -2 | -13 | 51 | -0.1 | 4 | -11 | -1.6 | 3
CCOC(=O)c1c(C)[nH]c(C(=O)Cn2nnc(-c3ccccc3Cl)n2)c1C | -0.5 | 1 | -28 | 24 | 0.9 | 2 | 9 | 1.4 | -18
COc1cc(NC(=O)c2ccc(C(C)(C)C)cc2)c(OC)cc1NC(=O)CN1CCCCC1 | 5.2 | 14 | -7 | 26 | 10 | -3 | 4 | 1.6 | -1
CN(C)c1ccc(/C=[N+](\[O-])C2SC(=S)N(C)C2(C)C)cc1 (configuration not stated) | -2.1 | -10 | -11 | -3 | 0.6 | -4 | -15 | -0.5 | 2
CN(c1ncnc(N)c1[N+](=O)[O-])C1CCS(=O)(=O)C1 (configuration not stated) | 2.2 | -2 | -8 | 39 | 1.3 | 5 | -14 | 1.2 | -5
COc1ccc(C(=O)OCC(=O)Nc2ccc(OC(F)F)cc2)c(OC)c1 | 1.3 | 27 | -11 | 1 | -1.0 | 5 | x | -1.5 | -28
Cc1ccccc1C1CC(c2ccc(F)cc2)Nc2nc(N)nn21 (configuration not stated) | 2.1 | 25 | -5 | 11 | 2.6 | 4 | -13 | 2.2 | -4
Cc1nn(Cc2ccccc2Cl)c2sc(C(=O)NCc3ccc4c(c3)OCO4)cc12 | -2.1 | 8 | -39 | 42 | 0.6 | 0 | -7 | 0.3 | -6
Oc1ccc(/C=N/N2CCN(C3c4ccccc4-c4ccccc43)CC2)c(O)c1 | -0.4 | 4 | -4 | 100* | 0.0 | 6 | -18 | 0.0 | -5
CCOC(=O)c1c(-c2ccccc2)csc1NC(=O)C1CCCO1 (configuration not stated) | -2.2 | 9 | -3 | 83* | 0.2 | 8 | -7 | -1.2 | -6
COc1ccccc1C(=O)NCC(=O)N/N=C/c1cc(Br)ccc1OCc1ccccc1 | 1.5 | 6 | -9 | 40 | -0.5 | 0 | -21 | -0.8 | -1
O=C(Nc1cccc(S(=O)(=O)Nc2ccccc2F)c1)c1ccc2ccccc2n1 | -1.0 | 0 | -16 | 14 | 0.4 | 20 | 2 | 1.2 | -19
CCn1c(-c2ccc3[nH]c(C)c(C)c3c2)n[nH]c1=S | -4.6 | 9 | -9 | 22 | 1.8 | 14 | -37 | 2.3 | -11
CCC(=O)c1ccc(N2CCN(C(=O)c3ccc(Br)cc3)CC2)c(F)c1 | -1.0 | 9 | 0 | 85* | 0.6 | -3 | 3 | -0.4 | -5
COC(=O)C1=CN(CCCN2CCCC2=O)C=C(C(=O)OC)C1c1cccs1 | 0.5 | 9 | 1 | -1 | -0.2 | 87* | -7 | -0.3 | -7
O=C(Nc1ccc2nsnc2c1)c1cccs1 | -1.9 | 31 | -5 | 21 | -0.7 | -4 | -7 | -1.0 | -4
CCOC(=O)c1oc2c(O)c(O)ccc2c(=O)c1-c1nncn1-c1ccccc1 | 0.2 | -4 | -1 | 3 | 0.1 | -4 | -10 | -0.2 | -11
O=C(O)c1cc(Cl)nc2ccccc12 | 4.1 | -10 | -18 | 5 | 0.4 | 0 | -8 | 2.3 | 0
Cc1ccc(S(=O)(=O)N2CCOCC2)cc1NC(=O)CN(C)C1CCS(=O)(=O)C1 (configuration not stated) | 1.6 | 10 | 7 | 16 | 0.7 | 3 | x | 0.3 | -9
COc1ccc(Nc2c([N+](=O)[O-])ccc3c2=NC2(CCCCC2)N=3)cc1 | -3.6 | 32 | 8 | 38 | -2.2 | 1 | -8 | -4.0 | -9
COc1ccc(C(=O)COC(=O)c2nn(C)c(=O)c3ccccc23)c(OC)c1 | -0.7 | 9 | 5 | 13 | 0.7 | -6 | -10 | 0.6 | 8
COc1ccc(NC(=O)CN2C(=O)C(C)Oc3ccccc32)cc1 (configuration not stated) | -1.2 | 1 | -1 | -5 | -0.1 | 1 | -14 | -1.1 | 13
COC(=O)NNC(=O)c1ccc(Cl)cc1Cl | 1.4 | 18 | -5 | 12 | 0.2 | -4 | 2 | 0.3 | 1
COc1ccc(NC(=O)CCCn2cc([N+](=O)[O-])cn2)cc1 | 2.4 | 17 | -1 | -3 | 0.3 | -1 | -5 | -1.0 | 9
CC(=O)Nc1ccc(S(=O)(=O)NNC(=O)c2ccc(S(=O)(=O)N3CCCCC3)cc2)cc1 | 2.9 | 0 | 9 | 3 | 0.3 | 0 | 6 | -0.3 | -24
CC1(C)OC(=O)C(=CNc2cccc(C(=O)O)c2)C(=O)O1 | -0.9 | 12 | -1 | -20 | 0.0 | -1 | -18 | 0.2 | -14
COc1ccc(S(=O)(=O)N2CCCCC2)cc1NC(=O)CN(C)C1CCCCC1 | 0.1 | 2 | -1 | 18 | -0.1 | 1 | -25 | -1.4 | -11
CCOC(=O)c1c(NC(=S)N2CCOCC2)sc(C)c1C | -2.8 | 12 | 1 | -1 | 0.2 | 1 | -19 | -0.4 | -12
Cc1cccc(/C(N)=N/OC(=O)Cc2cccc3ccccc23)c1 | 0.9 | 23 | -6 | 34 | 1.1 | 3 | -15 | 0.2 | -4
O=C(CSc1n[nH]c(=O)n1C1CC1)Nc1cc(Cl)ccc1Oc1ccccc1 | -11 | 12 | -9 | 38 | 0.1 | -5 | -21 | 0.4 | 5
Cc1occc1C(=O)N/N=C/c1ccc2c(c1)OCO2 | -17 | 22 | -10 | 0 | 0.7 | -1 | x | -0.6 | -3
COc1ccccc1N1CCN(C(=O)c2cc(-c3cccc(Cl)c3)on2)CC1 | 1.7 | 15 | 3 | 35 | -0.1 | 4 | -14 | -0.1 | 7
Cc1cc(C)c(S(=O)(=O)N2CCN(C(=O)c3cccs3)CC2)c(C)c1 | 0.7 | -2 | -1 | 26 | 1.6 | 1 | -92 | 2.8 | -7
CN(C)c1nc(OCCNC(=O)Nc2ccc(Cl)cc2)nc(N(C)C)n1 | 1.7 | 2 | 4 | 13 | 0.4 | -3 | -14 | -0.5 | -6
CS(=O)(=O)NNC(=O)CN1C(=O)C2C3C=CC(C3)C2C1=O (configuration not stated) | 0.0 | 0 | -6 | 8 | 1.1 | 3 | -5 | -0.2 | -4
COC(=O)c1ccc(C(=O)OC)c(NC(=S)N2CCCCC2)c1 | -3.6 | 9 | -8 | -4 | 0.1 | 34 | -12 | -1.2 | -14
Cc1ccc2oc(Nc3nc(C)cc(C)n3)nc2c1 | -2.1 | 22 | 1 | -54 | -0.2 | 1 | -7 | 1.0 | 11
Cc1ccc(S(=O)(=O)Nc2ccccc2C(=O)OC(C)C(=O)Nc2ccc3ccccc3c2)cc1[N+](=O)[O-] (configuration not stated) | 0.5 | 11 | -37 | 10 | -0.3 | 6 | -7 | 0.5 | -9
Cc1cccc(N(C)c2cc(C)nc3ncnn23)c1 | -0.6 | 19 | 1 | 6 | 0.5 | 0 | x | -0.8 | -5
CCC1S/C(=N/N=C/c2ccco2)N(Cc2ccccc2)C1=O (configuration not stated) | 3.3 | 22 | 1 | 12 | -0.3 | -5 | -10 | -1.4 | -17
O=C(NC1CCCCC1)c1cccc(COCC(F)(F)F)c1 | 1.0 | 8 | 12 | 1 | 0.3 | -7 | 10 | -0.5 | -13
O=C(NCC(c1cccnc1)N1CCN(c2ccccc2)CC1)OCc1ccccc1 (configuration not stated) | -0.7 | 20 | -19 | -9 | 1.2 | -5 | x | 1.4 | -11
COc1cc2c(cc1OC)CN(C(=S)Nc1ccc(OC(F)F)cc1)CC2 | 0.8 | 27 | -13 | 14 | 1.9 | 2 | -6 | 5.3 | -25
COc1ccc(-c2cc(C(=O)NCc3cccnc3)no2)cc1 | -5.0 | 15 | -5 | 26 | -0.4 | 2 | 2 | 0.5 | 12
COc1nc(-c2ccc(Cl)cc2)ccc1-c1noc(-c2cccs2)n1 | -1.4 | 10 | -60 | 53 | 0.2 | -8 | -18 | 1.4 | -54
O=C(Nc1cccc2oc(=O)ccc12)c1ccc([N+](=O)[O-])cc1[N+](=O)[O-] | 0.4 | 20 | 2 | -7 | 0.2 | 3 | 5 | 1.2 | 1
COC(=O)c1cccc(NC(=O)COC(=O)CSc2nc(C)cc(C)n2)c1 | -2.3 | -9 | -3 | -30 | -0.1 | 2 | 22 | 0.6 | -14
O=C(COc1ccc(Br)cc1)Nc1ccc(Cc2ccncc2)cc1 | -2.0 | 6 | -8 | 23 | 2.2 | -6 | -21 | 6.0 | -3
Cn1c(=O)[nH]c(=O)c2c1nc(SCCN1CCCCC1)n2CCCc1ccccc1 | 0.0 | -9 | -6 | 36 | 0.5 | 47 | -9 | 1.8 | -10
N#C/C(=C\Nc1ccccc1SC(F)(F)F)c1nc(-c2ccc(Cl)cc2)cs1 | 1.7 | -7 | -170 | 14 | 0.1 | 2 | -12 | 2.7 | -112
